High-throughput results deposited in PubChem BioAssay by The Scripps Research Institute Molecular Screening Center.
TCR-CD3 inh – inhibitors of human TCR-CD3 interaction, primary screen, biochemical, fluorescence, TAMRA-labeled TCR probe | T-cell receptor (TCR) | inhibition, % at 9.4 µM | 360,000 compounds, 0.37% hits; in the data active means inhibition above about 19%;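 further: recombinant mutant TCR 2C K166C tagged with TAMRA read by polarization; 0% = receptor in buffer alone and 100% = receptor with positive control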
Tn7 DDE FP – inhibitors of Tn7 peptide binding to fibrin DD(E), primary screen, biochemical, fluorescence polarization, human fibrin, Tn7 probe. FP displacement of FITC-Tn7 peptide from fibrin DD(E); 0% = median of compound wells per plate. inhibition, % at 8.3 µM. 370,000 compounds, 0.13% hits. AID 720508, 2013;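 active means inhibition above the mean of compounds falling within the control limits plus 3 SD of them, cut at about 14% in these data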;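 further: 0% = plate median of compound wells and 100% = 10 µM Aha-Tn7 peptide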
Target sequence (P02675 whole entry, looked up): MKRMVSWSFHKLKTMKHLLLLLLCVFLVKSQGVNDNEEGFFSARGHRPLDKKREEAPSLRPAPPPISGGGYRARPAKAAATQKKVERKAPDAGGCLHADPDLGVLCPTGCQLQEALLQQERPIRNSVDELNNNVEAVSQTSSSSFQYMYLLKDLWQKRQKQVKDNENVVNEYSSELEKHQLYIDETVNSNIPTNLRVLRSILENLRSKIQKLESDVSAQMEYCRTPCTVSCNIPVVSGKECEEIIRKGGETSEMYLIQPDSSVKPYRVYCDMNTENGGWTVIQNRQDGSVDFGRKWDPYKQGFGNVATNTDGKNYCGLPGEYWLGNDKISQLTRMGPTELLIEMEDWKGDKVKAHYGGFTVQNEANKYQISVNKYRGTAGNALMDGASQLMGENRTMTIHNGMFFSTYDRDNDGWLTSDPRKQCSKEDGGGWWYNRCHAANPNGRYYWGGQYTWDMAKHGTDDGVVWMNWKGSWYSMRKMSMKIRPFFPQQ
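assay system = human clot-derived fibrin DD(E) complex | quantity = Fibrin-DD(E) at 2 µM final | timing = 10 min preincubation, 3 h with tracer, room temperature | signal = fluorescence polarization | measure = percent inhibition | benchmarks = high control wells with 10 µM unlabelled Aha-Tn7 peptide (full inhibition) | replicates = singlicate testing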
UHRF1 MBD2 ctr – UHRF1 methylated DNA binding inhibitors, primary screen, counter-screen for MBD2 inhibitor project, biochemical, TR-FRET, human UHRF1, single concentration | AID 687016, 2013 | E3 ubiquitin-protein ligase UHRF1 (Homo sapiens), Q96T88 | UHRF1 binding to methylated oligo | 370,000 compounds, 0.75% hits | inhibition, % at 4.4 µM; in the data active means inhibition above about 21%;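 further: UHRF1 SRA domain binding a hemimethylated CpG hairpin DNA probe; 0% = median of test compound wells and 100% = reference inhibitor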
TDP2 absorb – human TDP2 enzyme inhibitors, primary screen, biochemical, epi absorbance, recombinant enzyme; Tyrosyl-DNA phosphodiesterase 2 (Homo sapiens), O95551; T5PNP hydrolysis, p-nitrophenol absorbance 415 nm; inhibition, % at 12.8 µM; 370,000 compounds, 0.34% hits; AID 720702, 2013;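 active means inhibition above the mean of all tested compounds plus 3 SD, set per campaign, cut at about 25% in these data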;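 further: 0% = DMSO with enzyme and 100% = buffer with substrate but no TDP2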
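Read-out basis: percent inhibition. System: recombinant human TDP2. Buffer or medium: Mg2+-containing Tris-HCl buffer, pH 7.5. Repeats: single replicate. Timing: reaction 2 h, 37 °C. Benchmarks: high control without enzyme, low control DMSO plus TDP2. Probe or stimulus: 5 mM T5PNP. Doses: 12.8 µM only. Measured by: epi absorbance of p-nitrophenol freed from T5PNP by hydrolysis.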
SIAE primary – human SIAE inhibitors, primary screen, biochemical, fluorescence polarization, FP-Rh probe, 1536-well HTS. Sialate O-acetylesterase (Homo sapiens), Q9HAT2. SIAE FP-Rh probe binding. inhibition, % at 9.66 µM. 370,000 compounds, 0.69% hits. AID 1053197, 2014;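 active means inhibition above a cutoff: mean of compounds within the control limits plus 3 SD of those, cut at about 17% in these data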;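 further: 0% = plate median of compound wells and 100% = probe without SIAE protein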
proKLK7 act – proKLK7 zymogen activators, primary screen, biochemical, fluorescence intensity; 370,000 compounds, 0.9% hits; AID 652039, 2013; activation, % at 7 µM; purified proKLK7, EDANS-DABCYL substrate fluorescence; 100% is mature enzyme control, 0% vehicle;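 active means activation above the mean of all tested compounds plus 3 SD, computed per campaign excluding outliers beyond control limits, cut at about 13% in these data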
Target sequence (P49862 whole entry, looked up): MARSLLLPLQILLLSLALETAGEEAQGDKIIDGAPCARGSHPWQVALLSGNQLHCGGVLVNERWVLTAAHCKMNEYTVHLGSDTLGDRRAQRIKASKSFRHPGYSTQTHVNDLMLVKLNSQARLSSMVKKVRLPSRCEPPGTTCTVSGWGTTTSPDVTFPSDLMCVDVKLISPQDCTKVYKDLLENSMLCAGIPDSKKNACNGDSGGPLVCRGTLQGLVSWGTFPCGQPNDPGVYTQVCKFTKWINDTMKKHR
LEDGF integ inh – blockers of LEDGF/p75-dependent integrase strand transfer – biochemical, TR-FRET, high throughput, primary screen | HIV-1 integrase (with human LEDGF/p75) | TR-FRET IN-LEDGF/p75 DNA integration, Eu/Cy5 | inhibition, % at 3.7 µM | 370,000 compounds, 0.64% hits | AID 743269, 2014;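 active means inhibition above the screen-wide mean plus 3 SD, cut at about 13% in these data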;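 further: signal is the Cy5 over europium emission ratio at 671 and 618 nm; 0% = plate median of compound wells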
DDE Tn6 FP inh – inhibitors of Tn6 peptide binding to fibrin DD(E), primary screen, biochemical, fluorescence polarization, human fibrin, Tn6 probe. Fibrinogen beta chain (Homo sapiens), P02675. Fibrin DD(E) TRITC-Tn6 fluorescence polarization displacement. inhibition, % at 8.3 µM. 370,000 compounds, 0.21% hits. AID 720509, 2013;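 active means inhibition above a per-campaign cutoff: mean of compounds within control limits plus 3 SD, cut at about 15% in these data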;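 further: 0% = median of all compound wells on the plate and 100% = blocking peptide control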
PRMT1 FP inh – PRMT1 methyltransferase inhibitors, primary screen, biochemical, fluorescence polarization; 370,000 compounds, 1.3% hits; Protein arginine N-methyltransferase 1 (Homo sapiens), Q99873; recombinant PRMT1, activity-based probe fluorescence polarization; inhibition, % at 2.79 µM;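 active means inhibition above about 21% made by adding two undisclosed values, limit read from the data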
MBD2 inh – inhibitors of MBD2 binding to methylated DNA, primary screen, biochemical, TR-FRET, DNA-binding domain, human; 370,000 compounds, 0.31% hits; MBD2 binding to methylated oligonucleotide; Methyl-CpG-binding domain protein 2 (Homo sapiens), Q9UBB5; AID 686964, 2013; inhibition, % at 4.4 µM; in the data active means inhibition above about 13%
Numbers without * were called inactive; / = not tested or not shown.

SMILES	TCR-CD3 inh	Tn7 DDE FP	UHRF1 MBD2 ctr	TDP2 absorb	SIAE primary	proKLK7 act	LEDGF integ inh	DDE Tn6 FP inh	PRMT1 FP inh	MBD2 inh
CC(C)(C)NC(=S)N/N=C/c1cc(Br)c(O)c(Br)c1	-6	-6	1	12	4	1.3	2	2	0	-3
O=C(/C=C/c1cccc(F)c1)c1ccc(N2CCOCC2)cc1	9	0	-3	4	3	0.7	-1	-8	-2	1
COc1ccccc1-c1cc(-c2cc(Cl)ccc2O)n[nH]1	4	-1	-2	5	-2	0.1	0	-6	-2	2
O=C(Nc1ccccc1)Nc1ccc2ccccc2c1	4	1	-2	15	6	0.5	0	7	-1	-10
CC(C)C(NC(=O)OCc1ccccc1)C(=O)OCC(=O)N1CCCCC1 (centres undefined)	-5	7	5	5	0	-0.4	0	-4	4	6
COc1ccc(S(=O)(=O)N2CCC(C)CC2)cc1Br	10	-10	-2	-5	-2	0.4	-1	0	-2	-5
COc1cccc(S(=O)(=O)Nc2ccc(C(=O)N3CCCCCC3)cc2)c1	4	7	-1	12	5	-0.1	0	0	-2	-3
O=C1Nc2ccccc2C1=O	-5	0	1	-2	3	0.0	4	0	-3	-8
COc1cc(NC(=O)[C@H](C)NC(=O)N2CCn3c2nc2ccccc23)cc(OC)c1	11	2	-2	0	1	-0.1	2	5	-2	2
c1coc(CN2CNc3nc4ccccc4n3C2)c1	-1	7	-1	-1	-1	0.1	-3	-3	-3	-9
COc1cccc(NC(=O)c2ccccc2-c2nc(-c3cccc(C)c3)no2)c1	2	9	-2	10	-53	0.2	-1	2	-2	-11
CCCCN(C)C(=O)c1ccc2c(c1)NC(=O)C(C)(C)O2	/	3	-1	10	6	0.2	-2	5	-3	-5
O=C(C1CCCN1S(=O)(=O)c1ccc(Cl)s1)N1CCc2ccccc2C1 (centres undefined)	/	1	1	11	7	0.6	-4	-3	4	5
CCOC(=O)C1(C)CCCN(C(=O)c2cccc(C(F)(F)F)c2)C1 (centres undefined)	-4	5	-2	-8	6	-0.2	-1	3	0	-6
C/C(=N/NC(=O)CNC(=O)c1cccnc1)c1ccco1	-2	-3	11	0	3	-0.4	2	-3	0	6
CCOC(=O)C1=C(c2cccc(F)c2)NC(=S)NC1C (centres undefined)	5	-7	0	-3	0	-0.1	5	-3	-1	-8
CCOc1ccc(CNC(=O)C(C)n2ccc3cc(S(=O)(=O)N4CCCC4)ccc32)cc1 (centres undefined)	1	-1	1	10	-2	0.6	-2	2	0	-3
CCCCCCC(=O)N/N=C/Cc1ccccc1	9	-3	0	-16	0	0.7	-1	-3	1	-1
Cc1ccc(CNC(=O)c2ccc(NC(=O)CCS(=O)(=O)c3cccs3)cc2)cc1	3	1	-1	0	0	-0.5	3	-2	35*	5
CCOc1ccc(-n2c(C)nc3cc(C(=O)NCc4ccco4)ccc32)cc1	2	-8	-2	-1	-1	1.1	2	-4	-1	-4
CCN(CC)C(=O)C(=O)c1cccn1-c1cccc(OC)c1C#N	0	-1	-3	-1	4	-0.6	4	-2	-2	-3
CCC(=O)Nc1sc(C(=O)Nc2ccccc2F)c(C)c1C(=O)OC	3	-4	-3	7	-3	-0.4	2	5	1	2
CC(=O)N1N=C(c2ccncc2)OC12CCCCC2	3	-1	0	2	-6	3.5	2	-2	4	2
CN(C)C=Nc1c(C(=O)c2ccccc2)sc2nccc(N(C)C)c12	-5	-2	1	-12	-3	-0.2	3	2	2	2
CCOC(=O)N1CCN(C(=O)c2nn(C)c3c2CSc2ccccc2-3)CC1	3	0	-2	5	7	-0.4	-2	-1	6	-3
Cc1cc(C(=O)CN2C(=O)CCC2=O)c(C)n1Cc1ccccc1	0	-6	1	-11	-2	0.2	0	-3	0	3
Cc1ccc(CN2CCN(Cc3ccccc3)C(CCO)C2)s1 (centres undefined)	-5	-4	0	14	2	0.4	-3	1	1	7
CCN(CC)C(=O)CC[C@H]1CC[C@]2(CCCN(Cc3ccccc3)C2)O1	/	-1	0	-4	1	-0.2	-5	2	0	0
COc1ccc(CNC2CCCCC2)cc1	1	-5	-1	0	2	0.2	2	-7	-2	3
COc1cc(/C=C2/SC(=S)N(Cc3ccccc3)C2=O)ccc1O	-87	-3	0	-22	-101	0.2	4	-7	5	-4
COc1ccc(N2C(=S)NC(C)(C)CC2(C)c2ccc(OC(C)=O)cc2OC(C)=O)cc1 (centres undefined)	4	3	5	-8	-2	0.3	-12	7	-2	6
CC(=O)c1sc(Nc2ccc3c(c2)OCO3)nc1C	-2	2	-3	3	1	-0.1	-1	2	6	4
C/C(N)=C(/C#N)C(=O)CSc1cc(C)c2ccccc2n1	4	1	-1	6	-1	0.2	0	3	-3	-3
c1ccc(-c2ccc3cnccc3n2)cc1	3	1	-2	6	1	-0.4	3	14	-1	-4
COc1ccc(/C=C2/CCc3ccccc3C2=O)cc1OC	1	-7	-4	5	-2	0.5	2	5	2	-6
CSc1ccc(/C=C(\NC(=O)c2ccc(C)cc2)C(=O)NN)cc1	5	-7	-3	-3	-16	-4.9	2	-4	1	-1
Cc1nc(SC(C(=O)c2ccccc2)c2ccccc2)nc2ccccc12 (centres undefined)	0	-1	-1	3	-3	0.1	3	-9	1	-2
NC(=O)c1cc([N+](=O)[O-])ccc1N1CCCCC1	3	-5	-6	-3	-5	-0.2	2	-4	0	1
C[C@@H]1CN([C@@H](C)CO)C(=O)CCCn2nncc2CO[C@@H]1CN(C)C(=O)OCc1ccccc1	-8	6	4	-4	6	-0.6	1	5	16	5
COC(=O)[C@H](CCSC)NC(=O)NCCc1ccc(F)cc1	-7	-1	6	-12	4	0.2	1	4	-3	1

Next section (six carried over from the part before).
SMILES	TCR-CD3 inh	Tn7 DDE FP	UHRF1 MBD2 ctr	TDP2 absorb	SIAE primary	proKLK7 act	LEDGF integ inh	DDE Tn6 FP inh	PRMT1 FP inh	MBD2 inh
COc1ccc(/C=C2/CCc3ccccc3C2=O)cc1OC	1	-7	-4	5	-2	0.5	2	5	2	-6
CSc1ccc(/C=C(\NC(=O)c2ccc(C)cc2)C(=O)NN)cc1	5	-7	-3	-3	-16	-4.9	2	-4	1	-1
Cc1nc(SC(C(=O)c2ccccc2)c2ccccc2)nc2ccccc12 (centres undefined)	0	-1	-1	3	-3	0.1	3	-9	1	-2
NC(=O)c1cc([N+](=O)[O-])ccc1N1CCCCC1	3	-5	-6	-3	-5	-0.2	2	-4	0	1
C[C@@H]1CN([C@@H](C)CO)C(=O)CCCn2nncc2CO[C@@H]1CN(C)C(=O)OCc1ccccc1	-8	6	4	-4	6	-0.6	1	5	16	5
COC(=O)[C@H](CCSC)NC(=O)NCCc1ccc(F)cc1	-7	-1	6	-12	4	0.2	1	4	-3	1
CCN1C(=O)c2ccc(C(=O)Nc3nccs3)cc2C1=O	0	1	-2	5	-1	-0.2	2	1	2	-3
N=c1c(C(=O)NC2CCCC2)cc2c(=O)n3ccccc3nc2n1CCCN1CCOCC1	-3	4	-2	-8	0	26*	1	5	-2	0
CCN(Cc1nc2cc(Cl)ccc2c(=O)[nH]1)C(=O)C1CC(=O)N(c2cccc3ccccc23)C1 (centres undefined)	-1	-2	0	-19	-1	-0.1	-6	-1	6	8
O=C1C(=Cc2ccc(F)cc2)CCc2ccccc21	-4	-11	4	-12	2	-0.7	3	-5	-1	2
COC(=O)C1=C(C(=O)OC)C(c2cc([N+](=O)[O-])ccc2O)c2sc(=O)[nH]c2S1 (centres undefined)	-1	-7	-1	6	1	0.1	-3	1	14	-4
c1cn2cc(CSC3CCCCC3)nc2s1	-1	-3	6	-5	7	-0.3	2	-3	14	2
COc1ccc(-c2nc3scc(-c4ccccc4)n3n2)cc1	-7	3	0	0	-11	0.4	-1	-16	6	-4
CC(OC(=O)CC1CC2CCC1C2)C(=O)Nc1ccc(N2CCOCC2)cc1 (centres undefined)	3	2	-3	11	5	2.2	-1	-1	-2	-10
O=C(NCc1ccccc1)c1ccc(CSc2ccccc2)o1	-8	-2	1	-2	8	0.1	-2	-3	6	4
CC1CCC/C(=N\Nc2ccc(Cl)c(C(=O)O)c2)C1 (centres undefined)	8	-1	4	0	3	-0.4	4	-2	4	0
Cc1nnc2ccc(N3CCN(c4cccc(C(F)(F)F)c4)CC3)nn12	6	0	-2	-3	2	-0.8	5	7	-3	-2
CCOP(=O)(OCC)/C(=C/N1CCCCC1)NC(=O)c1ccccc1	-6	-4	2	9	-1	0.0	-1	-2	1	2
Cc1ccccc1NC(=O)COC(=O)c1c[nH]c(=O)[nH]c1=O	3	1	3	4	16	0.9	0	0	-3	-3

3 compounds from above, ordered by SMILES length, descending:
SMILES	TCR-CD3 inh	Tn7 DDE FP	UHRF1 MBD2 ctr	TDP2 absorb	SIAE primary	proKLK7 act	LEDGF integ inh	DDE Tn6 FP inh	PRMT1 FP inh	MBD2 inh
CC(OC(=O)CC1CC2CCC1C2)C(=O)Nc1ccc(N2CCOCC2)cc1 (centres undefined)	3	2	-3	11	5	2.2	-1	-1	-2	-10
CCN1C(=O)c2ccc(C(=O)Nc3nccs3)cc2C1=O	0	1	-2	5	-1	-0.2	2	1	2	-3
c1cn2cc(CSC3CCCCC3)nc2s1	-1	-3	6	-5	7	-0.3	2	-3	14	2
